GBA activity up: GBA activity enhancers in patient fibroblasts, primary screen, cell-based; Lysosomal acid glucosylceramidase (Homo sapiens), P04062; L444P Gaucher fibroblasts, 4-MU-glucoside fluorescence, 3 days; activation, % at 10 µM; 30,000 compounds, 0.44% hits; in the data active means activation above about 65%;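 further: 0% = vehicle wells and 100% = positive control wells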
Target sequence (P04062 whole entry L483P): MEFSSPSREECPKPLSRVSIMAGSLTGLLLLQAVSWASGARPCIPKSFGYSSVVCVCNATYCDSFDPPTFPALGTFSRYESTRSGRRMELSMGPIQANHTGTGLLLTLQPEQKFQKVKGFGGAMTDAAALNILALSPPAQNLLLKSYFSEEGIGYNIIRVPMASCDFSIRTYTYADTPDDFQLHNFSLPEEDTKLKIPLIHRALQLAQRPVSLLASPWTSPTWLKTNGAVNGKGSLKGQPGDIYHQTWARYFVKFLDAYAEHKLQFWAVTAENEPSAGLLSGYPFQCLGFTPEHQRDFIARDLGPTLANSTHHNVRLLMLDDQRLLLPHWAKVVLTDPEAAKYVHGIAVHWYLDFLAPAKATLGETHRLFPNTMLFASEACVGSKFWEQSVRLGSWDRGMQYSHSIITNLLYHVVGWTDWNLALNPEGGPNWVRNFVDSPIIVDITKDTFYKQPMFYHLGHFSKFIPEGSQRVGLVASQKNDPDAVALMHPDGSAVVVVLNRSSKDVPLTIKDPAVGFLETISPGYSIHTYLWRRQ
* = called active by the depositor.

SMILES	GBA activity up
COc1cc(Cl)c(C)cc1NC(=O)CSc1nnc(-c2cccnc2)n1Cc1ccco1	-5
COc1ccc(N2CCN(CC(=O)Nc3nnc(-c4ccccc4)s3)CC2)cc1	6
O=C(c1cccs1)N1CCN(C2CCCCC2)CC1	-19
Cn1c(=O)n(Cc2ccc(F)cc2)c(=O)c2c1nc1n2CCCN1C1CCCCC1	11
O=c1oc2cc(O)ccc2c2oc3cc(O)ccc3c12	-9
OCCCc1nc2ccccc2n1CCOc1ccccc1	-4
c1ccc(-n2c(-c3ccncc3)nnc2-c2cccs2)cc1	-63
CCCCc1cc(=O)oc2c(CN3CCCC3)c(O)c(Cl)cc12	-25
CCOC(=O)C1CCCN(c2nc3ccccc3nc2C(C#N)C(=O)OCC)C1 (stereo not given)	40
N#C/C=C\Oc1ccc(Cl)cc1N	4
O=C(NC1CCS(=O)(=O)C1)c1cnccn1 (stereo not given)	40
O=C(COc1cccc(C(F)(F)F)c1)Nc1ccc(S(=O)(=O)N2CCCC2)cc1	-4
Cc1nnc(SCCc2ccccc2)[nH]c1=O	19
O=C(OCC(=O)N1CCc2ccccc21)c1ccccc1	-3
CN(C)c1cccc(C(=O)n2cc(C(=O)c3cc(F)ccc3O)cn2)c1	-4
CSc1ccccc1NC(=O)CN(c1cc(C)cc(C)c1)S(C)(=O)=O	-29
COC(=O)C1=C(C)NC(=O)CC1c1ccc(F)c(Br)c1 (stereo not given)	-2
O=C(CN1CCCC1)Nc1ccc(NC(=O)Nc2ccccc2Cl)cc1	-12
CCN(CC)CCCN1C(=O)C(=O)/C(=C(/O)c2c(C)nc3ccccn23)C1c1ccc(C)o1 (stereo not given)	-15
CC(OC(=O)c1nsc(Cl)c1Cl)C(=O)NCc1cccs1 (stereo not given)	79*
O=C(COC(=O)c1ccccc1)NCC1CCCO1 (stereo not given)	-13
CCCc1nc2ccccc2c(C(=O)OC2CCOC2=O)c1CC (stereo not given)	-4
CCSc1nnc(-c2cccc(S(=O)(=O)N(C)C)c2)n1-c1cc(OC)ccc1OC	-19
COC(=O)C1=C(C)N=c2s/c(=C/c3cccs3)c(=O)n2C1c1cccs1 (stereo not given)	12
O=C(O)CSC12CC3CC(C1)CC(C(=O)O)(C3)C2	-20
COC(=O)c1cnn(C(=O)c2cc(OC)ccc2Br)c1N	9
CCc1ccc2oc(=O)cc(CN3CCOCC3)c2c1	-17
Cn1c(=O)cc(OCC(=O)N2CCCc3ccccc32)c2ccccc21	-30
O=C(NC1CCCC1)c1cccnc1N1CCCCCC1	-24
c1coc(-c2ncc[nH]2)c1	-39
CCOC(=O)Cc1csc(NC(=O)CSc2nnc(C)n2C)n1	-26
Cc1ccc2[nH]c3c(NCc4ccco4)ncnc3c2c1	11
CCN(CC(F)(F)C(F)F)S(=O)(=O)c1ccc(NC(=O)OC)cc1	2
O=C(Oc1cccc2cccnc12)c1cccc(-n2cnnn2)c1	1
COc1ccc(OC)c(NC(=O)CCN2CCN(Cc3ccccc3)CC2)c1	0
Cc1cc(NC(=O)c2ccc(Br)c(S(=O)(=O)N3CCCC3)c2)no1	-4
Cc1noc(NS(=O)(=O)c2ccc(N3CC(O)=C(c4ccccc4)C3=N)cc2)c1C	-8
CN1CCN(Cc2nc(N)nc(Nc3ccc4c(c3)OCCO4)n2)CC1	0
CCc1nnc(SCc2ccc(CSc3nnc(CC)n3N)cc2)n1N	15
COc1ccc(C(=O)NCc2cn3ccccc3n2)cc1	-6
CCc1nn(CC(=O)N2CCN(Cc3ccc4c(c3)OCO4)CC2)c(=O)c2cc3occc3n12	-14
CC(C)(C)C(=O)Cn1c(=N)n(Cc2ccccc2)c2ccccc21	-8
CCOC(=O)C1=C(Cn2ccc(C(F)(F)F)n2)NC(=O)NC1c1ccc2c(c1)OCO2 (stereo not given)	-3
c1cc2nnnn2nc1N1CCCCC1	2
COc1cc2c(cc1OC)C(/C(C#N)=N\O)=NC(C)(C)C2	-9
Brc1ccc(CSc2nnc(Cc3c[nH]c4ccccc34)o2)cc1	-6
Cc1ccc(-c2noc(CCC(=O)N(C)c3ccccc3C)n2)cc1	-3
O=S(=O)(c1cccc(-c2nc3ccccc3s2)c1)N1CCCC1	-37
CCC(Sc1nnc(C)s1)C(=O)Nc1nccs1 (stereo not given)	-8
Cc1cc(-c2c(C)n([O-])c(C)c(C)[n+]2=O)ccc1F	6

Entries from the list above that have a Cl atom:
SMILES	GBA activity up
COc1cc(Cl)c(C)cc1NC(=O)CSc1nnc(-c2cccnc2)n1Cc1ccco1	-5
CCCCc1cc(=O)oc2c(CN3CCCC3)c(O)c(Cl)cc12	-25
N#C/C=C\Oc1ccc(Cl)cc1N	4
O=C(CN1CCCC1)Nc1ccc(NC(=O)Nc2ccccc2Cl)cc1	-12
CC(OC(=O)c1nsc(Cl)c1Cl)C(=O)NCc1cccs1 (stereo not given)	79*

(list continues)
SMILES	GBA activity up
O=c1c2ccccc2[nH]c(=S)n1CCCN1CCN(C2CCCCC2)CC1	-38
O=S(=O)(c1ccc(OCC(O)CN2CCN(c3ccccc3)CC2)cc1)N1CCOCC1 (stereo not given)	-14
COc1ccc(C(C)(C)C)cc1NC(=O)COC(=O)c1cnc(C)cn1	-36
CCCCNC(=O)C1CCN(S(=O)(=O)c2cnc[nH]2)CC1	-20
CC(=O)c1ccc(N(C)C)c2c(N(C)C)cccc12	1
CCN(CC)CC(=O)Nc1ccc2c(c1)Nc1ccccc1CC2	-19
N#Cc1c(-c2ccco2)nc(SCc2ccc(F)cc2)[nH]c1=O	-3
CC(C)n1c(C(=O)OCC(=O)NCc2ccc3c(c2)OCO3)cc2occc21	2
CCOC(=O)N1CCC(NC(=O)c2cc(S(=O)(=O)N3CCOCC3)ccc2F)CC1	2
Cn1c(SCc2nc3ccccc3n2CCO)nc2ccccc21	-8
CCCN1C(=O)c2ccccc2NC1c1ccc(OC)cc1O (stereo not given)	6
COc1ccc(NC(=O)CN2CCC3(O)CCCCC3C2c2ccccc2OC)cc1 (stereo not given)	39
CCOc1ccc2cc(C#N)c(SCC(=O)NC(C)CC)nc2c1 (stereo not given)	-54
Fc1ccccc1CSc1nnc(-c2cnccn2)n1Cc1ccco1	-5
CC(C)(C)c1cnnn1-c1ccc(NC(=O)c2ccc(Br)o2)cc1	-10
c1ccc(CCNC2=NCCCS2)cc1	-9
CC1=CC(C)(C)N2C(=O)C3(C(C#N)=C(N)Oc4cc(C)oc(=O)c43)c3cccc1c32 (stereo not given)	-20
COc1ccc(N2CCN(Cc3nc4c(c(=O)[nH]c(=O)n4C)n3CCCc3ccccc3)CC2)cc1	-1
CCS(=O)(=O)N1CCC(C(=O)NCCCN2CCCC2)CC1	30
COc1ccc(CN2C(=O)c3ccccc3C2C(=O)NC2CCCC2)c(OC)c1 (stereo not given)	-2
c1ccc(CCn2nnnc2C(c2cccnc2)N2CCN(c3ccccc3)CC2)cc1 (stereo not given)	-14
O=C(CSc1ccccn1)c1ccc(F)cc1	13
CCc1ccccc1N(C(=O)c1cccs1)C1C=CS(=O)(=O)C1 (stereo not given)	-20
CN(Cc1ccccc1)c1nc2c(c(=O)[nH]c(=O)n2C)n1C	8
COc1ccc(N2CCN(C(=O)C(CCSC)N=C3NS(=O)(=O)c4ccccc43)CC2)cc1 (stereo not given)	-17
O=C(CCN1CCN(CCO)CC1)Nc1ccc(OCc2ccccc2)cc1	-7
O=C(c1ccncc1)c1ccc(Br)cc1	-7
CN=C1SC(C(=O)O)CC(=O)N1C (stereo not given)	1
CC(C)(C)OC(=O)N1CCC[C@H]1c1nnc(SCc2ccc(Cl)cc2Cl)o1	-14
C1CCN=C(Nc2nc3c(s2)CCCC3)CC1	-8
Cc1nn(Cc2ccccc2)c(C)c1NC(=O)CSc1nc2sc3c(c2c(=O)n1C)CCC3	-6
Cn1c(SCc2cccnc2)nnc1-c1c[nH]c2ccccc12	-10
CCOC(=O)C1CCCN(C(=O)c2cc(Cl)ccc2Cl)C1 (stereo not given)	-20
CC1(C)CC(=O)C2=C(C1)N(CCN1CCOCC1)C1=C(C(=O)CC(C)(C)C1)C2c1ccc(Cl)cc1	-6
CCN(C(=O)COC(=O)c1cnc(C)cn1)C1CCCCC1	-9
COc1ccccc1C(=O)Oc1cc(N)n(S(=O)(=O)c2ccc(C)cc2)n1	-21
O=C(c1cc2ccccc2oc1=O)N(Cc1cccs1)C1CCS(=O)(=O)C1 (stereo not given)	7
Cc1ccc(C)c(N2CCN(C(=O)Cn3cccc3)CC2)c1	-3
O=C(c1cc(-c2ccco2)on1)N1CCCc2ccccc21	-11
O=C(Nc1cc(C(=O)N2CCCC2)ccc1N1CCCC1)c1ccccc1	-15
CCC(C)Nc1nc2c(c(=O)n(C)c(=O)n2C)n1Cc1ccc(F)cc1 (stereo not given)	-2
Cc1cc(NC(=O)C2=C(O)c3ccccc3S(=O)(=O)N2C)no1	6
CN1CCN(S(=O)(=O)c2ccc(SCCOc3ccccc3)nc2)CC1	0
CCOC(=O)c1cn(CC)c2ccc(S(=O)(=O)N3CCC(C)CC3)cc2c1=O	-7
O=C(Oc1c(Cl)cc(Cl)c2cccnc12)N1CCOCC1	-10
Cc1c(NC(=O)C2CCCN2C(=O)c2cccs2)c(=O)n(-c2ccccc2)n1C (stereo not given)	-25
CSCCC(NC(=O)COc1ccccc1)C(=O)N1CCN(c2ccccc2F)CC1 (stereo not given)	-3
Cc1cn(C2OC(COC(=O)c3ccccc3)C(O)C2O)c(=O)[nH]c1=O (stereo not given)	-11
Cc1ccc(Cn2nnc3c(=O)[nH]c(C4CCN(C(=O)c5cccs5)CC4)nc32)cc1	26
COc1ccc(CCNc2ncnc3c2oc2ccccc23)cc1OC	1

The listing continues.
SMILES	GBA activity up
CCOC(=O)C1CCN(C(=O)Nc2ccc3nc(-c4ccco4)c(-c4ccco4)nc3c2)CC1	3
CCOc1ccc(-n2c(=O)c3sccc3n(CC(=O)NCc3ccco3)c2=O)cc1	-7
OCC#CCSc1nnc(-c2ccccc2Br)o1	-6
COc1ccc(OC)c(C(=O)CSc2nnc(-c3cccs3)n2C)c1	-15
CCCS(=O)(=O)N1CCC(C(=O)NCCN2CCC(Cc3ccccc3)CC2)CC1	-28
CCOC(=O)N1CCC(NC(=O)CN2C(=O)COc3ccc(C(C)(C)C)cc32)CC1	-8
Cc1ccccc1-n1c(-c2cccnc2)n[nH]c1=S	-4
O=C(Nc1cccc(Cl)c1)Nc1ccc2c(c1)OCO2	6
O=C(NCCc1ccccc1)c1ccc(-n2cnnn2)cc1	-1
CSc1nnc(-c2cnccn2)n1CCCN1CCCC1=O	-20
CCOc1ccccc1N1CCN(C(=O)c2cc[n+]([O-])cc2)CC1	-25
Cc1ccc(C(=O)CC(C(=O)O)n2cccn2)cc1 (stereo not given)	-8
CCc1ccc(C(=O)CC2(O)C(=O)N(CN3CCOCC3)c3ccccc32)cc1 (stereo not given)	6
O=C(NCc1cccs1)c1cc(-c2cccs2)on1	-2
COC(=O)c1ccc(CSc2nnc(CNC(=O)COc3ccc(Cl)cc3)o2)o1	-41
COc1ccc(S(=O)(=O)NCCC(=O)NCc2ccc(F)cc2)cc1	-6
CC(C)CC(NC=C1C(=O)OC(C)(C)OC1=O)C(=O)O (stereo not given)	-2
CC1Cc2ccccc2N1C(=O)C1CCCN(S(=O)(=O)c2cccc3nsnc23)C1 (stereo not given)	-11
CCn1cc(C(=O)NCC2CCCO2)c(=O)c2cc(S(=O)(=O)N3CCC(C)CC3)ccc21 (stereo not given)	-13
O=c1oc2cc(Br)ccc2n1CSC1=NCCS1	-17
C=CCNc1nc2c(c(=O)n(C)c(=O)n2C)n1CCCCCC	-12
Nc1nc(NCc2c(F)cccc2Cl)nn1-c1ccccc1	-3
CC(C)(C)NC(=O)C1CCN(S(=O)(=O)c2ccc(Br)cc2)CC1	6
CC(=O)N1CCN(Cc2nc3cc(NC(=O)C4CCCCC4)ccc3n2C)CC1	-35
COc1cc2nc(=S)n3[nH]c(CCn4c(C)nc5ccccc54)nc3c2cc1OC	2
O=C(NCc1ccc2c(c1)OCO2)c1cc2n(n1)C(C(F)(F)F)CC(c1ccc3c(c1)OCO3)N2 (stereo not given)	-17
CCc1nnc(NC(=O)CCC(=O)Nc2ccccc2)s1	10
COc1ccc(Cl)cc1S(=O)(=O)N1CCN(C(=O)c2cc(OC)c(OC)c(OC)c2)CC1	-19
CSCC[C@H](NC(=O)C1CCN(S(=O)(=O)c2ccc(C)cc2)CC1)C(=O)NCC1CCCO1 (stereo not given in full)	2

Entries from the list above containing fluorine, in the order listed:
SMILES	GBA activity up
Cn1c(=O)n(Cc2ccc(F)cc2)c(=O)c2c1nc1n2CCCN1C1CCCCC1	11
O=C(COc1cccc(C(F)(F)F)c1)Nc1ccc(S(=O)(=O)N2CCCC2)cc1	-4
CN(C)c1cccc(C(=O)n2cc(C(=O)c3cc(F)ccc3O)cn2)c1	-4
COC(=O)C1=C(C)NC(=O)CC1c1ccc(F)c(Br)c1 (stereo not given)	-2
CCN(CC(F)(F)C(F)F)S(=O)(=O)c1ccc(NC(=O)OC)cc1	2
CCOC(=O)C1=C(Cn2ccc(C(F)(F)F)n2)NC(=O)NC1c1ccc2c(c1)OCO2 (stereo not given)	-3
Cc1cc(-c2c(C)n([O-])c(C)c(C)[n+]2=O)ccc1F	6
N#Cc1c(-c2ccco2)nc(SCc2ccc(F)cc2)[nH]c1=O	-3
CCOC(=O)N1CCC(NC(=O)c2cc(S(=O)(=O)N3CCOCC3)ccc2F)CC1	2
Fc1ccccc1CSc1nnc(-c2cnccn2)n1Cc1ccco1	-5
O=C(CSc1ccccn1)c1ccc(F)cc1	13
CCC(C)Nc1nc2c(c(=O)n(C)c(=O)n2C)n1Cc1ccc(F)cc1 (stereo not given)	-2
CSCCC(NC(=O)COc1ccccc1)C(=O)N1CCN(c2ccccc2F)CC1 (stereo not given)	-3
COc1ccc(S(=O)(=O)NCCC(=O)NCc2ccc(F)cc2)cc1	-6
Nc1nc(NCc2c(F)cccc2Cl)nn1-c1ccccc1	-3
O=C(NCc1ccc2c(c1)OCO2)c1cc2n(n1)C(C(F)(F)F)CC(c1ccc3c(c1)OCO3)N2 (stereo not given)	-17

An excerpt; count on the stated rates, not on these rows.
